Source: PubChem BioAssay
UDG counter = UDG inhibition counter-screen; Potency, µM (highest dose often 115 µM), for inactives: top-dose activity change, negative = inhibition, most hits filed as inhibitors; actives 0.14% (n = 91,000); FRET deamination/UDG coupled assay, UDG read, 4 h; also: nearly all actives have a fitted effect of over 65% in size
AID inhibitor = blocks human AID cytidine deaminase activity; Q9GZX7; AID deamination FRET fluorescence, UDG-coupled, 4 h; Potency, µM (doses to about 115 µM), for inactives: at the top dose activity change, negative = inhibition, hits mostly inhibitors; actives 0.32% (n = 91,000); also: nearly all actives have a fitted effect of over 25% in size
Target sequence (Q9GZX7 whole entry, looked up): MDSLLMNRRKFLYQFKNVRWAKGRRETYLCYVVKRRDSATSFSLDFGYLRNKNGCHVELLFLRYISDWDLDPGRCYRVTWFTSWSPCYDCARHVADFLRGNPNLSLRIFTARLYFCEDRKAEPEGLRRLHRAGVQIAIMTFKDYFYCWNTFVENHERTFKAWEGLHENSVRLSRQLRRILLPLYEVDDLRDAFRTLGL
Numbers without * were called inactive; ? = inconclusive; [ ] = remark or other dose. Calls follow the shape of the dose curve; as a rule, active = well fitted curve in the direction sought with a large enough effect; inconclusive = small, poorly fitted or top-dose-only effect, or another doubt; inactive = no such curve, though single readings can be large; an effect the other way counts as inactive or inconclusive. % is scaled to controls: 0 for no effect and ±100 for the full control effect; potency is read from the fitted curve at half-maximal effect.

Each structure is followed by: UDG counter	AID inhibitor
(1) CN(C)CCN(Cc1ccccc1F)C(=O)c1ccc(S(C)(=O)=O)cc1
 : 2%	-3%
(2) C/C(=C\C=C\c1ccco1)C(=O)c1ccc(Br)cc1
 : -7%	-13%
(3) FC(F)C(F)(F)c1cc(-c2ccccc2)n[nH]1
 : 5%	0%
(4) CCOc1ccc(NC(=O)Cn2c(=O)cc(C)c3c(C)nn(-c4cccc(Cl)c4C)c32)cc1
 : 21%	-5%
(5) CCc1ccccc1NC(=O)C1CCCN(S(=O)(=O)c2ccc3[nH]c(=O)ccc3c2)C1 (stereo not drawn)
 : 5%	16%
(6) COc1ccc(-c2nc3ccccc3c(C)c2C#N)cc1
 : -11%	6%
(7) Clc1ccccc1CN1CCN(c2ncnc3nc[nH]c23)CC1
 : -6%	-13%
(8) COc1ccccc1CNC(=O)C1CCCN(c2nnc(C)c3c(C)n(-c4ccccc4)nc23)C1 (stereo not drawn)
 : 1%	2%
(9) Cc1cccc(-n2c3nc(=O)[nH]c(=O)c-3cc3ccccc32)c1C
 : -6%	0%
(10) Cc1[nH]c2c(C(=O)NC3CCS(=O)(=O)C3)cccc2c1C (stereo not drawn)
 : 3%	0%
(11) Cc1ccc(Nc2c(-c3ccc(N4CCOCC4)cc3)nc3ccc(C)cn23)cc1
 : 5%	14%
(12) CCOc1ccc(CNC(=O)C2CCCN(c3nc4c(C)cc(C)cc4s3)C2)cc1 (stereo not drawn)
 : 21%	-2%
(13) CCN(CC)S(=O)(=O)c1nnc(NC(=O)c2ccccc2Cl)s1
 : 31%[activator]	?
(14) CCC(=O)N1CCc2cc(Br)cc(S(=O)(=O)CCC(=O)NCc3ccc(C)cc3)c21
 : -2%	4%
(15) CCC(C)NC(=O)CCc1c(C)nc2cc(-c3ccc(OC)cc3OC)nn2c1C (stereo not drawn)
 : 10%	-1%
(16) CN(CC(=O)NC(=O)Nc1ccccc1F)Cc1cccc(C#N)c1
 : -6%	-6%
(17) COc1cccc(C(=O)NCc2cn3ccccc3n2)c1
 : -4%[57.5 µM]	-14%
(18) CCOCc1ccc(CNC(=O)/C=C/c2ccc(C)o2)cc1
 : -12%	5%
(19) Cc1ccc(-c2cn3c(n2)sc2cc(C(=O)NC4CCCCCC4)ccc23)cc1
 : 0%	6%
(20) CCc1c(C)c2ccc(O)c(CN3CCN(c4ccccc4)CC3)c2oc1=O
 : -4%	-13%
(21) Cn1cccc1/C=C(\C#N)c1cccc(Br)c1
 : -13%	-16%
(22) O=C(c1cc(-c2ccc(O)cc2)on1)N1CCN(c2ccccc2)CC1
 : 2%	-3%
(23) CCc1cccc(NC(=O)CC2Oc3ccc(C)cc3NC2=O)c1 (stereo not drawn)
 : -2%	3%
(24) Cc1ccc(S(=O)(=O)N2CCCc3cc(NS(=O)(=O)c4ccc(F)c(C)c4)ccc32)cc1
 : 0%	-2%
(25) Cc1ccc(C)c(NC(=O)c2cc(S(=O)(=O)N3CCCCCC3)ccc2F)c1
 : 4%	9%
(26) CCCNc1ccc(-c2nc(-c3ccccn3)no2)cc1[N+](=O)[O-]
 : -25%	0%
(27) COc1ccc(C)cc1-n1c(SCC(=O)Nc2cccc(C(=O)O)c2)nc2ccccc2c1=O
 : 2%	-1%
(28) CC(C)COc1ccc(/C=C(/C#N)c2ccc(Cl)cc2)cc1
 : -5%	-13%
(29) CN(CC(=O)NC1CC1)C(=O)Cc1cccc(C(F)(F)F)c1
 : 3%	10%
(30) CCCNC(=O)Nc1cccc(C(=O)NC(C)C)c1
 : -12%	-12%

Remaining list, next part
Each structure is followed by: UDG counter	AID inhibitor
(31) Cc1ccc(C)c(-n2c(CCC(=O)O)ccc2-c2ccc(Cl)cc2)c1
 : 1%	?
(32) Cc1ccc(C(=O)/C=C/c2ccc(-c3ccccc3Cl)o2)cc1
 : -5%	1%
(33) Cc1ccc(C)c(NC(=O)CSc2c3c(nc4ccc(Cl)cc24)CCCC3)c1
 : -7%[57.5 µM]	-17%
(34) Cc1ccc(-n2c(SCc3ccccc3C)nc3[nH]ncc3c2=O)cc1C
 : -2%[57.5 µM]	0%[57.5 µM]
(35) O=C(NCc1ccccc1Cl)C(=O)c1cn(CC(=O)N2CCOCC2)c2ccccc12
 : -4%	-7%
(36) Cc1ccc(-n2nnnc2SCc2nc3ccccc3o2)cc1C
 : -20%	-23%
(37) COc1ccc(C)cc1NS(=O)(=O)c1cc2c3c(c1)CC(=O)N3CCC2
 : ?	-12%
(38) Clc1ccc(-c2csc(-c3nc(-c4ccc(Br)s4)cs3)n2)cc1
 : 11%	-3%
(39) CCS(=O)(=O)CCSCCS(=O)(=O)CC
 : -2%	3%
(40) CCc1ccc(NC(=O)CSc2ccc(-c3ccccn3)nn2)cc1
 : -6%	10%
(41) Cn1cc(C(C(=O)O)N2CCN(c3ncc(Br)cn3)CC2)c2ccc(C(=O)O)cc21 (stereo not drawn)
 : 3%	8%
(42) COCCCNC(=O)C1CCCN(S(=O)(=O)c2ccc3c(c2)oc(=O)n3C)C1 (stereo not drawn)
 : 3%	12%
(43) COc1cccc(C(=O)Oc2ccc(C3(c4ccc(OC(=O)c5cccc(OC)c5)cc4)OC(=O)c4ccccc43)cc2)c1
 : 8%	7%
(44) CC/C=C(/C)C(=O)NCCc1cccs1
 : 11%	-1%
(45) Cc1cccc(CC(=O)Nc2ccc3nc(N4CCC(C)CC4)cc(C)c3c2)c1
 : -9%	30%
(46) COc1ccc(C(=O)c2sc(Nc3ccc(Cl)cc3)c(C(N)=O)c2N)cc1
 : -5%	-17%
(47) COc1ccc(Cl)cc1NC(=O)NCC1CCN(Cc2ccccc2F)CC1
 : -15%	?
(48) CCc1ccc(CNC(=O)Nc2ccc(N3CCOCC3)nc2)s1
 : 3%	5%
(49) O=C(NCC(c1ccccc1)c1ccccc1)c1nn(-c2ccccc2Cl)nc1CO
 : 1%[57.5 µM]	?
(50) COc1cc(NC(=O)c2nc3nc(C)cc(C(F)F)n3n2)c(OC)cc1Cl
 : 1%	32%[activator]
(51) CSc1cccc(NC(=O)CN(C)S(=O)(=O)c2ccc3c(c2)n(C)c(=O)c(=O)n3C)c1
 : 9%	1%
(52) CN(C)C(=O)c1ccc(NC(=O)Cn2nnnc2-c2ccccc2F)cc1
 : 9%[57.5 µM]	3%
(53) CN(C)/C=C/C(=O)c1ccc[nH]1
 : 2%	3%
(54) Cc1cccc(N2C(=O)N(Cc3cc(=O)n4ccccc4n3)c3ccccc3S2(=O)=O)c1
 : -7%	-9%
(55) COc1ccc(-c2noc(-c3cccnc3NCc3ccco3)n2)cc1
 : -5%	13%
(56) Cc1ccc(C(=O)c2ccc(Oc3ccc(C)c(C)c3)cc2)cc1
 : -10%	-7%
(57) CC(C)c1ccc(NC(=O)CSC2=Nc3ccccc3C3=NC(CC(=O)NCc4ccc(F)cc4)C(=O)N23)cc1 (stereo not drawn)
 : 15%	4%
(58) COc1ccc(N/C=C/C(=O)c2ccc(C(C)C)cc2)cc1Cl
 : -1%	-7%
(59) COc1ccc(NC(=O)c2sc3nc(-c4cc5cccc(OC)c5oc4=O)[nH]c(=O)c3c2C)cc1
 : 8%	-18%
(60) Cc1ccc(C)c(N2CCN(C(=O)Cn3c(C)c4cnn(-c5ccccc5)c(=O)c4c3C)CC2)c1
 : 0%	-24%

In the list so far, 5 contain a thiophene ring, fused or not:
Each structure is followed by: UDG counter	AID inhibitor
(38) Clc1ccc(-c2csc(-c3nc(-c4ccc(Br)s4)cs3)n2)cc1
 : 11%	-3%
(44) CC/C=C(/C)C(=O)NCCc1cccs1
 : 11%	-1%
(46) COc1ccc(C(=O)c2sc(Nc3ccc(Cl)cc3)c(C(N)=O)c2N)cc1
 : -5%	-17%
(48) CCc1ccc(CNC(=O)Nc2ccc(N3CCOCC3)nc2)s1
 : 3%	5%
(59) COc1ccc(NC(=O)c2sc3nc(-c4cc5cccc(OC)c5oc4=O)[nH]c(=O)c3c2C)cc1
 : 8%	-18%

Additional results follow.
61. Cc1cccc2cc(CN(C(=O)c3ccccc3)C(C)C)c(=O)[nH]c12
62. O=C(O)CCC(CCC(=O)O)C(=O)O
63. CCOC(=O)c1cc(-c2ccccc2)n(CC(=O)Nc2ccccc2OCC)c1C
64. CCc1cc(C(=O)NC(C)CCc2ccccc2)sc1C (stereo not drawn)
65. Cc1ccc(-c2nnc(SCC(=O)NCc3ccccc3)nc2-c2ccc(C)cc2)cc1
66. COc1cc(NC(=O)CN2CCN(CC(=O)Nc3ccc(F)cc3)CC2)cc(OC)c1
67. CC(=O)n1nc(-c2cccnc2)nc1NCc1ccc(F)cc1
68. NC(CCCCCCC(N)C(=O)O)C(=O)O (stereo not drawn)

Compound	61	62	63	64	65	66	67	68
UDG counter	1%	-4%	-2%[57.5 µM]	-11%	-13%	5%[57.5 µM]	5%	-10%
AID inhibitor	-8%	1%	-3%	-4%	?	11%	1%	4%

69. CCCN1CCN(C(=O)c2cccc(C(F)(F)F)c2)CC1
70. COCC(=O)Nc1nc2c(s1)C(=O)CC(C)(C)C2
71. CCC(Sc1nncn2c1cc1oc(C)cc12)C(=O)Nc1ccc(F)cc1 (stereo not drawn)
72. COc1ccc(OC(=O)C2OC3OC(C)(C)OC3C3OC(C)(C)OC23)cc1 (stereo not drawn)
73. COc1ccc2c(CSc3nnnn3-c3ccccc3)cc(=O)oc2c1
74. Cc1ccc(Cl)cc1-n1ncc2c(N3CCC(C(N)=O)CC3)ncnc21
75. Cc1c(C(=O)NCc2ccc(N(C)C)cc2)oc2c1-c1nn(Cc3cccc(Cl)c3)cc1CC2
76. O=C(/C=C/c1ccccc1)Nc1cccc(Oc2ccccc2)c1

Compound	69	70	71	72	73	74	75	76
UDG counter	9%	1%	-2%	6%	4%	-19%	-3%[57.5 µM]	-1%
AID inhibitor	6%	3%	7%	-3%	-5%	10%	-2%	-9%

One compound at a time (already shown):
CCc1ccccc1NC(=O)C1CCCN(S(=O)(=O)c2ccc3[nH]c(=O)ccc3c2)C1 (stereo not drawn) is listed with UDG counter = 5%; AID inhibitor = 16%
CCC(C)NC(=O)CCc1c(C)nc2cc(-c3ccc(OC)cc3OC)nn2c1C (stereo not drawn) is listed with UDG counter = 10%; AID inhibitor = -1%
CCc1ccc(CNC(=O)Nc2ccc(N3CCOCC3)nc2)s1 is listed with UDG counter = 3%; AID inhibitor = 5%

2 compounds drawn at random from the list so far:
72. COc1ccc(OC(=O)C2OC3OC(C)(C)OC3C3OC(C)(C)OC23)cc1 (stereo not drawn)
75. Cc1c(C(=O)NCc2ccc(N(C)C)cc2)oc2c1-c1nn(Cc3cccc(Cl)c3)cc1CC2

Compound	72	75
UDG counter	6%	-3%[57.5 µM]
AID inhibitor	-3%	-2%

An excerpt from above in order of count of non-hydrogen atoms, largest number first.
57. CC(C)c1ccc(NC(=O)CSC2=Nc3ccccc3C3=NC(CC(=O)NCc4ccc(F)cc4)C(=O)N23)cc1 (stereo not drawn)
63. CCOC(=O)c1cc(-c2ccccc2)n(CC(=O)Nc2ccccc2OCC)c1C
50. COc1cc(NC(=O)c2nc3nc(C)cc(C(F)F)n3n2)c(OC)cc1Cl

Compound	57	63	50
UDG counter	15%	-2%[57.5 µM]	1%
AID inhibitor	4%	-3%	32%[activator]

Additional compounds.
77. Cc1[nH]c2ccccc2c1SCCNC(=O)c1cccs1
78. CC[N+](CC)(CC)Cc1ccc(C#N)o1
79. O=C(OCC#CCSc1nc2ccccc2s1)c1cccc2ccccc12
80. COc1ccc(C(=O)Nc2oc3c(C)cccc3c(=O)c2-c2cc(OC)c(OC)c(OC)c2)cc1
81. CN(C)c1cccc(C(=O)NNC(=O)c2ccccc2F)c1
82. Cn1c(=O)n(C/C=C/c2ccccc2)c(=O)c2c1nc1n2CCN1c1ccc(Cl)cc1
83. CN(CC(=O)Nc1ccccc1)C(=O)c1cc2c(s1)CCCCC2
84. CC(OC(=O)/C=C/c1ccc2ccccc2n1)C(=O)NC1(C#N)CCCCC1 (stereo not drawn)

Compound	77	78	79	80	81	82	83	84
UDG counter	-3%	2%	-6%	-2%	8%	13%	0%	-3%
AID inhibitor	-5%	1%	-3%	-4%	-1%	6%	-4%	-4%

85. C=CCn1c(C)cc(C(=O)COC(=O)c2cc(C)nc3ccccc23)c1C
86. Cc1ccc(Cn2c(=O)n(-c3ccc(C)c(C)c3)c(=O)c3c(C)c(C)sc32)cc1
87. CN(CC(=O)NC(=O)NCc1ccco1)c1ccccc1
88. Cc1c(NC(=O)c2cc(-c3ccc(F)cc3)on2)c(=O)n(-c2ccccc2)n1C
89. O=C(NNC(=O)C1CCCCC1)c1ccccc1Br
90. Cc1ccc2nc(C)cc(=S)n2c1
91. COCCCNc1nc2c(c(=O)[nH]c(=O)n2C)n1CCc1ccc(OC)cc1
92. FC(F)(F)c1ccc(Cl)c(N/N=C/c2ccc(OCc3ccccc3)cc2)c1

Compound	85	86	87	88	89	90	91	92
UDG counter	-11%	24%	12%	6%	-1%	-12%	-3%	-14%
AID inhibitor	?	22%	4%	20%	-6%	0%	-4%	-15%

This is a subset (hit frequency here may not be typical).
